Bioassay records: PubChem, National Center for Advancing Translational Sciences (NCATS)
TGFb SMAD3 inh = qHTS for Inhibitors of TGF-b; HepG2 CAGA-GFP TGF-b/SMAD3 reporter, GFP fluorescence, 18 h; TGF-beta stimulated, 500 pg/mL final; Potency, µM (series often up to 46.1 µM), for inactives: top-dose activity, negative = inhibition, hits mostly inhibitors; 410,000 tested, 1.2% active; AID 588855, 2011; further: on the % scale 0 is the no-effect control and ±100 the full control effect; nearly all actives have a fitted effect of over 65% in size
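Cell-based qHTS in HEPG2 carrying a CAGA-GFP Smad reporter; compounds added before 500 pg/mL final TGF-beta, 18 h incubation at 37 degrees C, GFP fluorescence quantified per cell by imaging cytometry.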
ATXN viability = Viability Counterscreen for Primary qHTS for Inhibitors of ATXN expression; S2 cells (HEK-293 line with an ATXN2-luciferase reporter) viability, CellTiter-Fluor protease fluorescence, 24 h; Potency, µM (top dose mostly 56.7 µM), usual class: cytotoxic; 400,000 tested, 0.49% active; further: nearly all actives have a fitted effect of over 40% in size
Nrf2 activator = qHTS of Nrf2 Activators; AREc32 ARE-luciferase reporter (MCF7-derived line), luminescence, 24 h; Potency, µM (top dose mostly 46.1 µM), without a hit: at the highest dose activation, actives largely listed as activators; 410,000 tested, 0.31% active; further: % of control where 0% means no effect; nearly all actives have a fitted effect of over 65% in size
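ARE activation measured as luciferase luminescence (Steady-Glo, 30 min RT) in AREc32_Fluc cells after 24 hr compound exposure at 37 deg C, 5% CO2; cells seeded overnight at 1000/well in OPTI-MEM, 5% FBS.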
MCF10A rereplic = A quantitative high throughput screen for small molecules that induce DNA re-replication in MCF 10a normal breast cells. Potency, µM (series often up to 46.1 µM), without a hit: at the highest dose activity, positive = re-replication, most hits filed as activators. MCF 10A DNA re-replication, Hoechst nuclear intensity, 48 h. 350,000 tested, 2.9% active. AID 624296, 2012; further: % of control where 0% means no effect; nearly all actives have a fitted effect of over 50% in size
Nrf2 block = Nrf2 qHTS screen for inhibitors; A549 ARE-Fluc reporter, luciferase luminescence, 18-24 h; AID 504444, 2011; 360,000 tested, 2.1% active; Potency, µM (doses to about 46 µM), without a hit: at the top dose activity change, negative = inhibition, usual class: inhibitors; further: on the % scale 0 is the no-effect control and ±100 the full control effect; nearly all actives have a fitted effect of over 60% in size
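Cells were seeded and rested 2 h, then exposed to compounds for 18-24 h. CellTiter-Fluor was read first as a viability measure. BugLite was added 15 min before the final luminescent read of ARE-luciferase activity in A549 cells.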
A549 tox = Nrf2 qHTS screen for inhibitors: counterscreen for cytotoxicity | A549 ARE-Fluc cells, CellTiter-Fluor viability, 18-24 h | Potency, µM (highest dose often 46 µM), for inactives: at the top dose activity change, negative = cytotoxicity, usual class: inhibitors | 390,000 tested, 0.16% active; further: on the % scale 0 is the no-effect control and ±100 the full control effect
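Cytotoxicity counterscreen: CellTiter-Fluor fluorescence was measured in A549 ARE_Fluc cells after 18-24 h of compound exposure in a concentration series. The subsequent BugLite luminescent read reports ARE-luciferase activity.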
HepG2 viability = qHTS for Inhibitors of TGF-b: Cytotox Counterscreen; HepG2 CAGA-GFP viability, ATP luminescence, 18 h; AID 588856, 2011; Potency, µM (top dose mostly 46.1 µM), without a hit: top-dose activity change, negative = cytotoxicity, hits mostly cytotoxic; 410,000 tested, 0.76% active; further: some results filed as inactive show a strong effect at the top dose
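HepG2 CAGA-GFP cells (1000/well, DMEM with 1% FBS) received compound, then TGF-beta at 500 pg/mL final, and were incubated 18 hours at 37 degrees C. Viability was read by CellTiter-Glo luminescence. Media-only wells were set as complete cell-killing and DMSO as no toxicity.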
ATXN2 expr inh = Primary qHTS for Inhibitors of ATXN expression; HEK-293 ATXN2-luciferase reporter, luminescence, 24 h; Potency, µM (top dose mostly 57 µM), inactives show at the highest dose activity change, negative = inhibition, actives largely listed as inhibitors; 360,000 tested, 0.72% active; further: on the % scale 0 is the no-effect control and ±100 the full control effect; nearly all actives have a fitted effect of over 55% in size
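qHTS (up to 57 uM final) was run with 24 h compound exposure of reporter cells at 37 °C. Each well was multiplexed: SteadyGlo luminescence measured ATXN2-luciferase expression after a fluorogenic Gly-Phe-AFC viability readout (25 uM final).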
EPAC2 antag = qHTS for Antagonist of cAMP-regulated guanine nucleotide exchange factor 2 (EPAC2): primary screen; EPAC2 GEF exchange of Rap1B-BODIPY-GDP, fluorescence; Potency, µM (series often up to 114 µM), inactives show top-dose activity, negative = inhibition, most hits filed as inhibitors; 360,000 tested, 0.18% active; further: on the % scale 0 is the no-effect control and ±100 the full control effect; nearly all actives have a fitted effect of over 45% in size; many of its hits are not listed in these tables
Target sequence (Q8WZA2 whole entry, looked up): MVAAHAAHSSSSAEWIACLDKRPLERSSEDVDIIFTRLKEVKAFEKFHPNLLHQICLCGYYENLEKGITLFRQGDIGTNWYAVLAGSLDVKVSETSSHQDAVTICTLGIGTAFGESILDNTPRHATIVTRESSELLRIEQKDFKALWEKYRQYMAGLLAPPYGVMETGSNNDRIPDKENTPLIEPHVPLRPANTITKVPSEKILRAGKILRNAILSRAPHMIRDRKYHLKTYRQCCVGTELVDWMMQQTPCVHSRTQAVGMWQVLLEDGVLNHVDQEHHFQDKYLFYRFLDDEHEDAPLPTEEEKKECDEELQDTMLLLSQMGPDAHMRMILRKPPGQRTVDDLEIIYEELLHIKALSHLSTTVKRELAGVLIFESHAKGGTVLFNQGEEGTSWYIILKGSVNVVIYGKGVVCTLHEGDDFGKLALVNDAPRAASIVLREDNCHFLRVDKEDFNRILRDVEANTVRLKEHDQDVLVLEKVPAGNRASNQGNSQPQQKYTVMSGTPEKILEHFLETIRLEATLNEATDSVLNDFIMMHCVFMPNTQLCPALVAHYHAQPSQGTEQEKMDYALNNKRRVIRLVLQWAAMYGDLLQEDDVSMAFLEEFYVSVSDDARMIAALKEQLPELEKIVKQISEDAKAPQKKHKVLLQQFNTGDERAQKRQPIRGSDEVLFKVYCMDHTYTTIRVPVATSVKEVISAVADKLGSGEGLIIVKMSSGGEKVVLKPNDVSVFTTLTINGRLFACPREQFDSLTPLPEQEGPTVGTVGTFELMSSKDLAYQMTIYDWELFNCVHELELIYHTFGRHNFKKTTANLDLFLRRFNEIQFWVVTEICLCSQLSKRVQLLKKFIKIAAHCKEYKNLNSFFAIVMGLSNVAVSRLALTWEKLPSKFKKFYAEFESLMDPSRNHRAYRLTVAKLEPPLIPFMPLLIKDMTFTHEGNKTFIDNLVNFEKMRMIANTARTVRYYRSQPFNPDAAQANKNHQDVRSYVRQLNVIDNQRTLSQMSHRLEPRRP
The depositor's hits bear a star; & = joins results of further samples; [ ] = dose if it differs, or a comment. The call rests on the fitted dose curve; in most records, active means well fitted curve in the direction sought with a large enough effect; inconclusive means small, poorly fitted or top-dose-only effect, or another doubt; inactive means no such curve, though single readings can be large; an effect the other way counts as inactive or inconclusive. Potency means the concentration at half of the fitted maximal effect. Only part of the results is shown (hit frequency here may not be typical).

What do the screens show for `CCSc1ncc(Cl)c(C(=O)N(Cc2ccccc2Cl)C2CCS(=O)(=O)C2)n1` (centres undefined)?
TGFb SMAD3 inh: -17%; ATXN viability: inactive; Nrf2 activator: 11%; Nrf2 block: 14%; A549 tox: 5%; HepG2 viability: -20%; ATXN2 expr inh: -9%

Results for Cn1c(=NC(=O)CSCC(=O)N2CCCCC2)sc2ccccc21 ?
TGFb SMAD3 inh: 0%; ATXN viability: inactive; Nrf2 activator: 2.0%; MCF10A rereplic: 1%; A549 tox: 5%; HepG2 viability: 2%; ATXN2 expr inh: 6%; EPAC2 antag: 10%

What do the screens show for `CCOc1ccc(NC(=O)CSC2=Nc3ccccc3C3=NC(CC(=O)NCc4ccccc4OC)C(=O)N23)cc1` (centres undefined)?
TGFb SMAD3 inh: 1%; Nrf2 activator: 8.0%; A549 tox: 5%; HepG2 viability: -2%

How did Cc1ccc(Cl)cc1NC(=O)Cn1c(=O)c2ccccc2n2nncc12 do in these assays?
TGFb SMAD3 inh: 24%; ATXN viability: inactive; Nrf2 activator: -0.4%; Nrf2 block: 3%; A549 tox: 0%; HepG2 viability: 3%; ATXN2 expr inh: 5%

How did CCOC(=O)N1CCc2c(sc(NC(=O)CN(CC)CC)c2C#N)C1 do in these assays?
TGFb SMAD3 inh: 29%; ATXN viability: inactive; Nrf2 activator: -0.3%; MCF10A rereplic: -1%; Nrf2 block: -3%; A549 tox: 0%; HepG2 viability: 2%; ATXN2 expr inh: -5%; EPAC2 antag: 9%

Results for COc1ccc(C(=O)N2CCN(C3CCCCC3)CC2)c(OC)c1 ?
TGFb SMAD3 inh: -7%; ATXN viability: inconclusive; Nrf2 activator: 0.0%; MCF10A rereplic: 4%; Nrf2 block: 10%; A549 tox: -1%; HepG2 viability: 60%; ATXN2 expr inh: 0%; EPAC2 antag: 5%

How did Cc1nc2c(sc3nc4c(cc32)COC(C)(C)C4)c(=O)n1CC(=O)NCc1ccco1 do in these assays?
TGFb SMAD3 inh: -16%; ATXN viability: inactive; Nrf2 activator: 6.1%; MCF10A rereplic: inconclusive; A549 tox: -6%; HepG2 viability: 2%; ATXN2 expr inh: 63%[activator]; EPAC2 antag: 10%

Results for COc1ccccc1C(=O)Nc1c(-c2ccccc2)nc2ccccn12 ?
TGFb SMAD3 inh: 12%; ATXN viability: inconclusive; Nrf2 activator: 7.7%; MCF10A rereplic: 3%; Nrf2 block: 0%; A549 tox: -22%; HepG2 viability: -1%; ATXN2 expr inh: -7%; EPAC2 antag: 0%

How did CCOc1ccc(C2C(C(=O)Nc3ccccc3)=C(C)Nc3nc(SCc4cc(C)ccc4C)nn32)cc1 (centres undefined) do in these assays?
TGFb SMAD3 inh: 1%; ATXN viability: inactive; Nrf2 activator: 0.3%; A549 tox: -8%; HepG2 viability: -13%; ATXN2 expr inh: -5%

What do the screens show for `CCCC(CCC)c1nc2ccncc2[nH]1`?
TGFb SMAD3 inh: 10%; ATXN viability: inactive; Nrf2 activator: 0.3%; MCF10A rereplic: 3%; Nrf2 block: -3%; A549 tox: -9%; HepG2 viability: 0%; ATXN2 expr inh: -10%; EPAC2 antag: 6%

What do the screens show for `CCC(C)[C@H](NC(=O)NC(C)C)C(=O)O` (some centres undefined)?
TGFb SMAD3 inh: -3%; ATXN viability: inactive; Nrf2 activator: 0.3%; MCF10A rereplic: -3%; Nrf2 block: 0%; A549 tox: -1%; HepG2 viability: -5%; ATXN2 expr inh: 3%; EPAC2 antag: 28%

How did COc1ccc(/C=C/C(=O)OCC(=O)NCCNC(=O)COC(=O)/C=C/c2ccc(OC)cc2)cc1 do in these assays?
TGFb SMAD3 inh: -18%; ATXN viability: inactive; Nrf2 activator: -0.5%; MCF10A rereplic: 3%; Nrf2 block: -4%; A549 tox: -1%; HepG2 viability: -6%; ATXN2 expr inh: -1%; EPAC2 antag: -16%

Results for Cc1ccc(S(=O)(=O)N2CCCOC2CNC(=O)C(=O)NC2CCCCC2)cc1 (centres undefined) ?
TGFb SMAD3 inh: inconclusive; ATXN viability: inactive; Nrf2 activator: 0.3%; MCF10A rereplic: 0%; Nrf2 block: 0%; A549 tox: -1%; HepG2 viability: 9%; ATXN2 expr inh: 17%; EPAC2 antag: 8%

What do the screens show for `COc1cc(N)c(Cl)cc1C(=O)OCC(=O)Nc1ccc(N2CCOCC2)cc1`?
TGFb SMAD3 inh: -5%; ATXN viability: inactive; Nrf2 activator: 3.6%; MCF10A rereplic: 7%; Nrf2 block: -16%; A549 tox: 11%; HepG2 viability: 0%; EPAC2 antag: 4%

What do the screens show for `COc1cc(O)c(C(CCN2CCOCC2)c2ccc(N(C)C)cc2)c(OC)c1` (centres undefined)?
TGFb SMAD3 inh: -12%&7%; ATXN viability: inactive; Nrf2 activator: 1.8%; MCF10A rereplic: -2%; Nrf2 block: -4%&-9%; A549 tox: -4%&-1%; HepG2 viability: 7%&3%; ATXN2 expr inh: 2%; EPAC2 antag: 13%

Three consecutive records from above, quoted:
What do the screens show for `CCSc1ncc(Cl)c(C(=O)N(Cc2ccccc2Cl)C2CCS(=O)(=O)C2)n1` (centres undefined)?
TGFb SMAD3 inh: -17%; ATXN viability: inactive; Nrf2 activator: 11%; Nrf2 block: 14%; A549 tox: 5%; HepG2 viability: -20%; ATXN2 expr inh: -9%

Results for Cn1c(=NC(=O)CSCC(=O)N2CCCCC2)sc2ccccc21 ?
TGFb SMAD3 inh: 0%; ATXN viability: inactive; Nrf2 activator: 2.0%; MCF10A rereplic: 1%; A549 tox: 5%; HepG2 viability: 2%; ATXN2 expr inh: 6%; EPAC2 antag: 10%

What do the screens show for `CCOc1ccc(NC(=O)CSC2=Nc3ccccc3C3=NC(CC(=O)NCc4ccccc4OC)C(=O)N23)cc1` (centres undefined)?
TGFb SMAD3 inh: 1%; Nrf2 activator: 8.0%; A549 tox: 5%; HepG2 viability: -2%

Next section:
Results for O=C(CSc1nc(C(F)(F)F)cc(=O)[nH]1)Nc1cccc2ccccc12 ?
TGFb SMAD3 inh: 0%; ATXN viability: inactive; Nrf2 activator: 0.4%; MCF10A rereplic: 7%; Nrf2 block: 3%; A549 tox: 3%; HepG2 viability: -3%; ATXN2 expr inh: -7%; EPAC2 antag: -18%

What do the screens show for `CN(c1ccccc1)S(=O)(=O)c1cc(C(=O)NCc2ccco2)ccc1Cl`?
TGFb SMAD3 inh: 1%; ATXN viability: inconclusive; Nrf2 activator: -0.2%; HepG2 viability: -6%; EPAC2 antag: -22%

What do the screens show for `CCCCn1nc(NC(=O)CC)c2cc3cc(OC)ccc3nc21`?
TGFb SMAD3 inh: inconclusive; Nrf2 activator: 1.6%; MCF10A rereplic: 26µM*; Nrf2 block: 4%; A549 tox: 0%; HepG2 viability: -39%; ATXN2 expr inh: 12%; EPAC2 antag: -6%

Results for Cc1c(C(=O)NNS(=O)(=O)c2ccccc2)sc(=S)n1C ?
TGFb SMAD3 inh: inconclusive; ATXN viability: inactive; Nrf2 activator: -0.5%; MCF10A rereplic: -6%; Nrf2 block: 3%; A549 tox: -5%; HepG2 viability: 2%; ATXN2 expr inh: -3%; EPAC2 antag: 7%

How did COc1ccc(C(=O)O)cc1S(=O)(=O)Nc1ccc(C)cc1 do in these assays?
TGFb SMAD3 inh: 32%; ATXN viability: inactive; Nrf2 activator: 0.0%; MCF10A rereplic: -3%; Nrf2 block: -7%; A549 tox: 6%; HepG2 viability: -110%; EPAC2 antag: 8%

How did COc1ccccc1-n1nnnc1SCC(=O)N1CCCC1=O do in these assays?
TGFb SMAD3 inh: 0%; ATXN viability: inactive; Nrf2 activator: 0.2%; MCF10A rereplic: 0%; Nrf2 block: 17%; A549 tox: -1%; HepG2 viability: 5%; ATXN2 expr inh: 7%; EPAC2 antag: 3%

What do the screens show for `O=C(O)CSc1ncnc2sc3c(c12)CCC3`?
TGFb SMAD3 inh: inconclusive; ATXN viability: inconclusive; Nrf2 activator: -0.2%; MCF10A rereplic: inconclusive; Nrf2 block: -16%; A549 tox: -7%; HepG2 viability: -10%; ATXN2 expr inh: 12%; EPAC2 antag: 11%

How did CCCCNCCCOc1cc(Cl)ccc1Cl do in these assays?
TGFb SMAD3 inh: inconclusive; ATXN viability: inactive; Nrf2 activator: 1.2%; MCF10A rereplic: 21%; Nrf2 block: 2%; A549 tox: 5%; HepG2 viability: -18%; ATXN2 expr inh: -12%; EPAC2 antag: 6%

How did O=Cc1c(-c2ccc(F)cc2)nc2ccccn12 do in these assays?
TGFb SMAD3 inh: -3%; ATXN viability: inactive; Nrf2 activator: 7.6%; MCF10A rereplic: -2%; Nrf2 block: inconclusive; A549 tox: 1%; HepG2 viability: -37%; ATXN2 expr inh: 0%; EPAC2 antag: 3%

What do the screens show for `N=c1nc2n(cc1F)C1OC(CO)C(O)C1O2` (centres undefined)?
TGFb SMAD3 inh: -13%; ATXN viability: inconclusive; Nrf2 activator: 0.0%; MCF10A rereplic: 12%; Nrf2 block: 0.13µM*; A549 tox: inconclusive; HepG2 viability: -6%; ATXN2 expr inh: -40%; EPAC2 antag: 4%

How did O=C(Nc1ccc(C2CCCCC2)cc1)C1CCN(c2ncccn2)CC1 do in these assays?
TGFb SMAD3 inh: -6%; ATXN viability: inactive; Nrf2 activator: 0.2%; MCF10A rereplic: 0%; Nrf2 block: inconclusive; HepG2 viability: -18%; ATXN2 expr inh: 5%; EPAC2 antag: 4%

What do the screens show for `COc1cccc(-n2c(SCC(=O)Nc3cc(C)ccc3C)nc3c(oc4ccccc43)c2=O)c1`?
TGFb SMAD3 inh: -38%; ATXN viability: inconclusive; Nrf2 activator: -1.2%; Nrf2 block: -19%; A549 tox: -10%; HepG2 viability: 7%; ATXN2 expr inh: 2%
